Assay outcomes (PubChem)
Polio RdRp inh = poliovirus RNA polymerase inhibition. P03300. poliovirus polymerase elongation, fluorescence polarization; active compounds read low. % elongation, % (compound at 16.7 µg/mL). hit rate 0.66% among 150,000. AID 588519; in the data active means % elongation below about 90%; further: some results filed as inactive read as strong as hits
Target sequence (P03300 1749-2209 limits assumed): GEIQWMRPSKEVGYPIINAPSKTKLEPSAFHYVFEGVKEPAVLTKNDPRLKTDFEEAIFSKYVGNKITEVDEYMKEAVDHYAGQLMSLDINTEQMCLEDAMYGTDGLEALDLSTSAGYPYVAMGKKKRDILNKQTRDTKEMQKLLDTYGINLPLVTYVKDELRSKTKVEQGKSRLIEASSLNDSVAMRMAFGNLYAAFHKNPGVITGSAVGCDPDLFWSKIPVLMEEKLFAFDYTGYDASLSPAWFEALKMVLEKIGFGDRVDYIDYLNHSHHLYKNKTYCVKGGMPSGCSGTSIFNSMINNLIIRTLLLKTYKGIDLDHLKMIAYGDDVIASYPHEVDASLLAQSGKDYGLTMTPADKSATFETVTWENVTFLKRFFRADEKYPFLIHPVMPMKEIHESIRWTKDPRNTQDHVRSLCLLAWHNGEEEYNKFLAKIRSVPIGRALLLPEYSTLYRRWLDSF
Polio RdRp inh FP z-score = also measured in Polio RdRp inh; calls as there; z-score; measured here: FP z-score; hits read low
* hit, by the source's call; & = joins results of further samples. An excerpt; count on the stated rates, not on these rows.

SMILES	Polio RdRp inh	Polio RdRp inh FP z-score
Cc1ccc2cc(OC(=O)c3ccc(Oc4cc(Cl)cc(Cl)c4)o3)ccc2n1	103.0	-0.2
N#Cc1ccc(COC(=O)c2oc3ccccc3c2COc2ccccc2)cc1	101.0	0
COc1ccc(C(=O)Nc2ccc3nc4c(c(Nc5ccccc5OC)c3c2)CCCC4)c(OC)c1	103.0	-0.1
CCOc1ccc(NC(=O)c2nnn(-c3ccc(F)c(Cl)c3)c2C)cc1	109.0	0
COc1ccc(OC)c(NC(=O)C2CCCN(S(=O)(=O)c3c(C)nn(C)c3C)C2)c1 (stereo unspecified)	103.0	-1.3
O=C(CCCn1sc2ccccc2c1=O)N1CCc2ccccc21	104.0	0.2
Cc1cc(C(=S)N=P(N(C)C)(N(C)C)N(C)C)c(C)n1-c1ccccc1	96.0	-0.3
CCc1ccc(-n2nc(C)c3c2NC(=O)CSC3c2ccc(OC)cc2OC)cc1 (stereo unspecified)	110.0	0.5
CCN(CC)C(=O)Cn1cc(S(=O)(=O)CC(=O)NCc2ccc(F)cc2)c2ccccc21	105.0	0.8
CCn1c(Cc2cccn2C)nnc1SCC(=O)c1ccc(C)cc1	102.0	0.1
COc1ccc(-c2noc(CN)n2)cc1OC	101.0	-0.6
CC(C)(C)c1cc(O)cc(C(C)(C)C)c1CN1CCN(CCN)CC1	101.0	0.1
CCOc1ccc(NC(=O)NC(C)c2c(-n3cccc3)sc(C)c2C)cc1 (stereo unspecified)	112.0	0.5
CCOC(=O)/C=C1\SCC(=O)N1CCOC(=O)c1cncc(Br)c1	119.0	2.5
Cc1cc(OC(C)C(=O)N2CCC(c3nc4ccccc4o3)CC2)ccc1Cl (stereo unspecified)	100.0	-0.3
Cc1cccc(N2C(=O)C(CC(=O)Nc3ccc(F)cc3)N(C3CCCC3)C2=O)c1 (stereo unspecified)	113.0	1.2
O=C1CN(C(=O)COC(=O)c2cc(S(=O)(=O)N3CCOCC3)ccc2Cl)c2ccccc2N1	97.0	-1.1
COc1ccccc1CNC(=O)CC(c1ccc(F)cc1)N1Cc2ccccc2C1=O (stereo unspecified)	101.0	-1.1
Cc1ccccc1COc1ccc2oc(-c3ccccc3)c(C(=O)O)c2c1	102.0	0.3
CCOC(=O)c1cnc2c(ccc3ccccc32)c1Nc1cccc(Cl)c1	106.0	0.1

Pulled by structure from above:
SMILES	Polio RdRp inh	Polio RdRp inh FP z-score
Cc1cc(C(=S)N=P(N(C)C)(N(C)C)N(C)C)c(C)n1-c1ccccc1	96.0	-0.3
Cc1ccccc1COc1ccc2oc(-c3ccccc3)c(C(=O)O)c2c1	102.0	0.3
CCOC(=O)/C=C1\SCC(=O)N1CCOC(=O)c1cncc(Br)c1	119.0	2.5

Continued:
SMILES	Polio RdRp inh	Polio RdRp inh FP z-score
S=C=NCc1ccccc1	103.0	0.7
Cc1ccc(NC(=O)Cn2cc(S(=O)(=O)N3CCC(C)CC3)c3ccccc3c2=O)c(Br)c1	108.0	-0.3
CCS(=O)(=O)c1nc(S(=O)(=O)c2ccc(Cl)cc2)c(N2CCCC2)s1	104.0	0.5
CCn1c(=NC(=O)CSCC(=O)Nc2cc(C)on2)sc2ccccc21	102.0	0.1
O=c1[nH][nH]c(=S)n1Cc1ccccc1	103.0&99.0	-0.3&-0.3
COCCn1c(=O)[nH]c2cc(C(=O)N3CCN(Cc4ccc5c(c4)OCO5)CC3)ccc2c1=O	102.0	0.3
CCOC(=O)c1c(C)[nH]c(C)c1C(=O)Cn1c(C)nc2cc3c(cc21)OCCO3	107.0	1
Cc1ccc(-c2nnn(CC(=O)N3N=C(c4cccs4)CC3c3ccco3)n2)cc1 (stereo unspecified)	101.0	-0.3
COc1ccc(C2=NC(C)(C)N(CC(=O)Nc3ccccc3)C2=O)cc1	101.0	-0.6
COc1ccc(OC)c(COC(=O)Cc2coc3cc(OC)ccc23)c1	111.0	1.4
Cc1nnc(C)n1N1C(=O)c2cccc3cccc(c23)C1=O	100.0	0.1
Cn1c(=O)[nH]c(=O)c2c1nc1oc(C(C)(C)C)cn12	108.0	0.4
c1ccc(Sc2ncnc3c2oc2ccccc23)cc1	102.0	0.2
COc1ccc2c(c1)c1c(c(=O)n(-c3ccc(F)c(Cl)c3)c(=O)n1Cc1cccc(C)c1)n2C	105.0	-0.6
CCOc1ccc(Br)cc1C1C(C(=O)Nc2ccccc2OC)=C(C)Nc2nnnn21 (stereo unspecified)	101.0	-0.2
Cn1cnnc1SCC(=O)Nc1cc(C(=O)O)cc(C(=O)O)c1	98.0	-1.2
COc1ccc(OC)c(CNC(=O)c2c(C)oc3ncn(C)c(=O)c23)c1	108.0	0
O=C(CCn1c(=O)oc2ccccc21)N1CCCc2ccccc21	102.0	0.3
Cc1oc(-c2ccccc2Cl)nc1CS(=O)(=O)CC(=O)NC(C)CCc1ccccc1 (stereo unspecified)	100.0	-1.6
O=C(Nc1cccc(-n2cnnn2)c1)C1CC(=O)N(c2ccc3c(c2)OCCO3)C1 (stereo unspecified)	105.0	0.5
CCOC(=O)c1cnn(-c2ncc(C(=O)OC)c(C(F)(F)F)n2)c1C(F)(F)F	105.0	0.8
CC(C)[C@H](N)c1nnc(SCc2cccc(F)c2)o1	102.0	0.1
Cc1cc(NCCc2ccccc2)c2nncn2n1	101.0	-0.1
O=c1c(Cl)c(NCC2CCCO2)cnn1Cc1ccccc1 (stereo unspecified)	103.0	0.2
CCOc1ccc(NC(=O)N2CCC(C(N)=O)(N3CCCCC3)CC2)cc1	106.0	-0.2
O=[N+]([O-])c1ccc(C(c2sc3nc(-c4ccco4)nn3c2O)N2CCN(c3cccc(Cl)c3)CC2)cc1 (stereo unspecified)	107.0	0.3
Cc1csc2nc(CSc3nc4ccc(Cl)cc4c(=O)n3CC(C)C)cc(=O)n12	104.0	0.1
c1ccc(CNCc2ccc3c(c2)OCO3)cc1	104.0	0
O=C(CSc1nsc(SCC(=O)c2ccccc2)n1)c1ccccc1	104.0	0.7
COC(=O)c1sc2cccc(F)c2c1S(=O)(=O)NC(C)c1ccccc1 (stereo unspecified)	111.0	1.2
CCOc1ccc(NC(=O)CC2C(=O)N(c3ccc(F)cc3)C(=O)N2CCc2sccc2C)cc1 (stereo unspecified)	108.0	0.3
CS(=O)(=O)Nc1nc2ccccc2[nH]1	100.0	-0.1
CCOC(=O)c1[nH]c(C)c(CCC(=O)NCc2ccc(CC)cc2)c1C	108.0	0.3
Brc1cccc(-c2cn3ccccc3n2)c1	100.0	0
CNCC1C(C)C=C(C)CC1C (stereo unspecified)	99.0	-0.1
CCc1ccc(/C=C2\C(=N)N3N=C(S(C)(=O)=O)SC3=NC2=O)cc1	104.0	0.6
COc1ccc2nc(C)cc(OCC(=O)Nc3cc(C)cc(C)c3)c2c1	103.0	0.3
CCC1CCCCN1C(=O)/C=C/c1ccccc1Cl (stereo unspecified)	104.0	0.6
CCCCc1ccc(NS(=O)(=O)CC(C)C)cc1	99.0	-0.4
CCCc1cc(C(=O)Nc2ccc(CC)cc2)no1	101.0	-0.1

Six entries from above, ordered by heavy-atom count, smallest number first:
SMILES	Polio RdRp inh	Polio RdRp inh FP z-score
CNCC1C(C)C=C(C)CC1C (stereo unspecified)	99.0	-0.1
CCCCc1ccc(NS(=O)(=O)CC(C)C)cc1	99.0	-0.4
CCC1CCCCN1C(=O)/C=C/c1ccccc1Cl (stereo unspecified)	104.0	0.6
O=C(CSc1nsc(SCC(=O)c2ccccc2)n1)c1ccccc1	104.0	0.7
COC(=O)c1sc2cccc(F)c2c1S(=O)(=O)NC(C)c1ccccc1 (stereo unspecified)	111.0	1.2
CCOC(=O)c1cnn(-c2ncc(C(=O)OC)c(C(F)(F)F)n2)c1C(F)(F)F	105.0	0.8

Continued.
SMILES	Polio RdRp inh	Polio RdRp inh FP z-score
Cc1cc(C(=O)CSc2nnc(C(F)(F)F)n2C)c(C)n1Cc1ccco1	105.0	0.2
COC(=O)c1ccccc1NC(=O)c1cnc2c(-c3cccc(C)c3)c(C)nn2c1C	111.0	0.4
CN(C(=O)C(=O)Nc1ccc2nc3n(c(=O)c2c1)CCCCC3)c1cccc(C(F)(F)F)c1	105.0	-0.3
NC(=O)C1CCCN(Cc2ccc3ccccc3c2)C1 (stereo unspecified)	100.0	0
CCCCC(=O)Nc1cccc(NC(=O)c2cc3ccccc3o2)c1	104.0	0.5
Cc1cccc(N2CCN(C(=O)CCCn3c(=O)[nH]c4ccsc4c3=O)CC2)c1C	100.0	-1.6
COC(=O)CSc1nc2ccccc2n1CCc1ccccc1	103.0	0.4
CCC(Sc1nc(N)cc(=O)[nH]1)C(=O)Nc1ccccc1C#N (stereo unspecified)	101.0	0
COc1ccc(C2=C(N3CCN(c4cc(Cl)ccc4C)CC3)c3ccccc3C2=O)cc1	103.0	-0.4
COc1ccc(CN2CCN(Cc3cccc4ccccc34)CC2)cc1	107.0	0.4
Cc1cccc(NC(=O)c2ccc3nc(CCc4ccccc4)oc3c2)c1C	101.0	-1.3
COc1cccc(NC(=O)c2ccc3c(c2)N(C)CCS3)c1	102.0	-0.7
CCn1c(SCc2ccc(C)cc2)nnc1-c1ccc(S(=O)(=O)N2CCOCC2)cc1	102.0	0
COc1ccccc1N(CC(=O)N(C)Cc1ccccc1)S(C)(=O)=O	102.0	0.1
Nn1c(COc2ccc(Cl)cc2)nc2ccccc2c1=O	103.0	-0.1
COCCn1c(C)cc(C=C2C(=O)N(C)C(=S)N(C)C2=O)c1C	84.0	-3.9
O=C(COC(=O)c1ccccc1SCC(=O)N1CCCC1)Nc1ccc2c(c1)OCO2	102.0	0.3
Cc1c(NC(=O)c2ccc3c(c2)C(=O)N(C)C3=O)cccc1C(=O)O	101.0	0.3
Cc1cccc(N2CCN(C(=O)c3cccn4c(=O)c5cc(Cl)ccc5nc34)CC2C)c1 (stereo unspecified)	104.0	-0.4
O=C(NC1CC2CCCC(C1)N2C(=O)Nc1ccccc1)C1CC1 (stereo unspecified)	104.0	0.6
O=C(c1ccc2c(Cl)c3c(nc2c1)CCC3)N1CCC2(CC1)OCCO2	102.0	1
COc1ccccc1CNC(=O)c1sc2ncnc(N3CCN(c4ccccc4F)CC3)c2c1C	105.0	1.1
COc1ccc(CCNC(=O)CCn2c(=O)c3ccccc3n(CC(=O)Nc3ccc(C)cc3C)c2=O)cc1OC	107.0	0.2
O=c1cc(CNC2CCCCC2)c2ccccc2[nH]1	99.0	-0.9
CCN1C(=O)/C(=C/c2ccccc2)SC1=Nc1cccc(C(=O)O)c1	97.0	-1.3
COC(=O)C1=C(C)NC(=O)NC1c1ccc(C(C)C)cc1 (stereo unspecified)	104.0	0.5
CCOC(=O)C1CCN(c2nnc(N3C(=O)c4ccccc4C3=O)s2)CC1	103.0	0.2
COc1ccc(C)cc1NC(=S)NCc1cnn(C)c1	99.0	-0.6
CC(C(=O)N1CCCc2ccccc21)n1nc(-c2cccs2)oc1=O (stereo unspecified)	106.0	0.5
O=C(CS(=O)(=O)c1ccccc1)Nc1nccs1	103.0	0.6
COc1cc(C#N)ccc1OCC(=O)c1cc(C)n(C)c1C	105.0	0.3
CCc1ccc(-n2nc(C)c3c(C)cc(=O)n(CC(=O)Nc4cc(Cl)ccc4OC)c32)cc1	102.0	-0.3
O=C(Cn1ccn(-c2ccc(F)c(F)c2)c(=O)c1=O)c1ccc(F)cc1	98.0	-1.5
CCOC(=O)c1nnc(-c2ccc(CN3CCc4ccccc4C3)cc2)o1	101.0	0.1
c1ccc(CCN2CNc3nc4ccccc4n3C2)cc1	101.0	0
Cc1ccc(CNC(=O)CN2C(=O)CC(c3ccc(C)c(C)c3)=Nc3ccccc32)cc1	101.0	-1.1
CCOC(=O)C1CCN(C(=O)N2c3ccccc3Sc3ccccc32)CC1	102.0	0.2
CCN(CC)C(=O)COc1ccc(Br)cc1Cl	104.0	1
COc1ccc(OCC(=O)Nc2ccccc2C(=O)N2CCOCC2)cc1	97.0	-1.2
Cc1nc(SCC(=O)N(c2ccccc2)C2CCS(=O)(=O)C2)n(CC(C)C)c1C (stereo unspecified)	106.0	0.5

Looked up above:
Result of CCOC(=O)C1CCN(C(=O)N2c3ccccc3Sc3ccccc32)CC1 in Polio RdRp inh: 102.0
Result of c1ccc(CCN2CNc3nc4ccccc4n3C2)cc1 in Polio RdRp inh FP z-score: 0
Result of COc1ccc(C)cc1NC(=S)NCc1cnn(C)c1 in Polio RdRp inh FP z-score: -0.6

New compounds follow:
SMILES	Polio RdRp inh	Polio RdRp inh FP z-score
Cc1ccc(S(=O)(=O)N(CCc2ccccc2)CC(=O)Nc2cc(C)ccc2C)cc1	105.0	0.3
COc1ccc(/C=C/c2nc(C#N)c(NCCc3ccc(OC)c(OC)c3)o2)cc1OC	112.0	1
O=C(/C=C/c1ccc(-c2cccs2)s1)N1CCSCC1	100.0	-0.5
COc1ccc(-c2nnc3sc(CN4CCCCC4)cn23)cc1	100.0	-0.3
Cc1cccc(-n2nnnc2SCCCC(=O)c2ccccc2)c1	107.0	0.5
O=C(Nc1ccc(-c2cn3cccnc3n2)cc1)C1CCCC1	99.0	-0.5
Cc1ccccc1Nc1c(-c2ccc(Cl)cc2)nc2c(C)cccn12	106.0	-0.7
CCOC(=O)c1nc2c([nH]1)C(c1ccncc1)C(C#N)=C(N)O2 (stereo unspecified)	104.0	0.3
CC(=O)c1ccc(NC(=O)c2c3c(nc4ccccc24)C(=O)N(C2CCCCC2)C3)cc1	101.0	-0.3
Cc1ccccc1OCC(=O)N(Cc1ccc(N(C)C)cc1)CC1CCCO1 (stereo unspecified)	105.0	-0.4
O=C(O)[C@H]1CCCC[C@H]1C(=O)N[C@H]1CCCC[C@@H]1NC(=O)[C@H]1CCCC[C@H]1C(=O)O	109.0	0.5
CCc1ccccc1NC(=O)c1ncoc1-c1ccco1	100.0	-1.1
O=C(CSc1cccc[n+]1[O-])c1ccccc1F	98.0	-0.6
N#Cc1c2c(c(-c3ccco3)n3c1nc1ccccc13)CCCC2	110.0	1
CCC(Sc1nncn1C)C(=O)Nc1sc2c(c1C#N)CCCC2 (stereo unspecified)	102.0	0.2
Cc1cccc(OCc2nc(C#N)c(NCc3ccccc3Cl)o2)c1	107.0	0.6
CN1C(=O)c2ccc(-c3nc4ccccc4s3)cc2C1=O	101.0	0.5
O=c1n(-c2cccc(Cl)c2)c(=O)n2n1CCC2	107.0	0.5
OC(COc1ccccc1Br)CN1CCNCC1 (stereo unspecified)	107.0	0.5
CC(SCc1ccccc1)C(=O)NC1CCCC1 (stereo unspecified)	101.0	0.1
